Assay outcomes deposited in PubChem by several laboratories.
b-catenin transl: alters nuclear translocation of beta-catenin in HeLa cells. immunofluorescence imaging. nuclear translocation activity, % at 5 µM. 0.3% of 190,000 active. AID 1665;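 active = nuclear translocation activity above 50% at 5 µM, with a well cell count of 50 or more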;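 note: per-cell ratio of nuclear to cytoplasmic median beta-catenin stain intensity; plate controls were DMSO negative control for no effect and GSK-3 inhibitor IX positive control for full effect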
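test system = HeLa cells, endogenous beta-catenin | dosing = single 5 µM dose plus 0.02–20 µM confirmation series | times = compound treatment 24 h, 37°C, 5% CO2 | technique = beta-catenin immunofluorescence imaging with DAPI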
Ins promoter up: MIN6 insulin promoter up-regulation; z-score at 5 µM; 0.3% of 190,000 active; MIN6 insulin promoter-GFP reporter, high-content imaging; stronger effect = higher value; AID 1625;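 active = z-score above 3 at 5 µM with at least 500 cells counted in the well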
Dynein cargo inh: dynein cargo transport inhibition. AID 1381. 3617.4 mouse cells, GR-EGFP nuclear translocation imaging; test concentration mostly 20 µM; stimulated with dexamethasone, 1 µM; stronger effect = lower value. z-score, hits read low. 0.47% of 220,000 active;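 active = plate z-score of nuclear minus cytoplasmic receptor signal below a set negative limit, without overly bright fluorescence or cell loss, cut at about -3.5 in these data, passing the limit was not always enough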;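 note: z-score of nuclear minus cytoplasmic ring GR-EGFP intensity difference per well; some compounds called inactive have numbers as strong as hits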
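Buffer or medium: tet-free, stripped-serum medium; Also added: dexamethasone, 1.0 µM final; Technique: high-content fluorescence imaging after fixation; Times: 48 h induction, 1 h compound, 30 min dex at 37 °C; Read-out: per-cell GR-EGFP intensity, nucleus versus surrounding cytoplasmic ring, well-averaged.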
Autophagy mod: alters autophagy in cells; MEF GFP-LC3 puncta imaging; test concentration mostly 10 µM; calls only at 10 µM (by protocol); 0.98% of 190,000 active;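 active = percentage of spot-positive cells more than 3 SD above its plate mean, without a fluorescence outlier flag or 80% toxicity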;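 note: spot-positive cell cutoff set from DMSO-treated cells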
MT stabilize HCS: microtubule stabilization, imaging screen. HeLa tubulin immunostaining HCS, 24 h; share of cells brighter than vehicle mean+2SD. % tubulin-high responders, % at 10 µM. 0.83% of 200,000 active. AID 2205;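 active = plate Z-score above 3 for both tubulin-high and condensed-nucleus cell shares, with cell loss under 80%, at 10 µM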;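 note: anti alpha tubulin signal scored within the nucleus-defined area of each cell; some results filed as inactive read as strong as hits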
Yfh1-off respiration: enhancers of respiration in Yfh1-depleted yeast, dose response, Friedreich's ataxia, plus single-dose screen (AID 1465) | S. cerevisiae Yfh1-off respiration, WST-1 reduction, 72 h; higher fold induction means a stronger effect | fold induction at 50 µM, or EC50 in µM where a hit was titrated | 0.074% of 220,000 active;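 active = fold induction of absorbance versus untreated yeast above a set limit, then at least 30% activation at any dose in follow-up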;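 note: activators that raise dye reduction in frataxin-depleted yeast; strong numbers were not always called active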
Lipid droplet: hepatic lipid droplet formation modulation; inhibition, % at 6.5 µM; AML12 mouse hepatocytes, oleate lipid droplets, BODIPY imaging; 0.4% of 240,000 active;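 active = lipid droplet intensity inhibited by at least 50%, with more than 500 cells counted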
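Assay system: AML12 hepatocytes (mouse); Probe or stimulus: oleic acid at 100 µM to induce lipid droplet formation; Dosing: compound at 6.5 µM only; Schedule: compound with oleate, overnight; Detection: fluorescence imaging, 20x objective, two fields per well; Measure: % inhibition of lipid droplet signal.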
WT yeast gro inh: growth inhibition of WT yeast, mitochondrial fusion screen; mitochondrial fusion phenotypic screen, WT strain; inhibition, % at 10 µM; 2.1% of 190,000 active; AID 1362; in the data active = inhibition above about 58%; tested in S. cerevisiae
NOD2 inhibition: NOD2 signaling inhibitors, cell-based, luminescence, uHTS, HEK293 (AID 1566). HEK293 NOD2/NF-kB luciferase reporter, luminescence; higher % means a stronger effect. 0.63% of 290,000 active. inhibition, % at 4 µM, or EC50 in µM where a hit was titrated; in the data active = inhibition above about 50%; note: many of its hits are not listed in these tables
WT yeast gro inh mutant strain: further read-out of WT yeast gro inh, marked with its call; inhibition, %; mitochondrial fusion phenotypic screen, mutant strain inhibition
Dynein cargo inh cytoplasmic EGFP: recorded beside Dynein cargo inh, whose call it bears; z-score; measured here: cytoplasmic GR-EGFP intensity; stronger effect = higher value
Dynein cargo inh nuclear GR-EGFP: also measured in Dynein cargo inh; calls as there; z-score; measured here: nuclear GR-EGFP intensity;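 lower value marks the stronger effect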
Dynein cargo inh cell count: second read-out of Dynein cargo inh, no call of its own (marks repeat the call); z-score; measured here: cell count per field
Ins promoter up cell count: second read-out of Ins promoter up, no call of its own (marks repeat the call); cell count; measured here: cytotoxicity, nuclei count;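 total cells summed across four imaged fields per well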
Lipid droplet cells 6.5 µM: recorded beside Lipid droplet, whose call it bears; cell count; measured here: cell count, cytotoxicity flag;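 cells counted across two imaged fields per well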
b-catenin transl cell count 5 µM: also measured in b-catenin transl; calls as there; cell count; measured here: cell count, cytotoxicity flag
MT stabilize HCS Hoechst-high %: also measured in MT stabilize HCS; calls as there; % Hoechst-high responders; measured here: nuclear condensation Hoechst responders;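 share of cells brighter than vehicle mean plus two SD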
MT stabilize HCS cytotoxicity %: also measured in MT stabilize HCS; calls as there; toxicity, %; measured here: cytotoxicity by cell density;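 0% = mean cell density of plate MIN control wells and 100% = no cells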
Autophagy mod cell loss 18 h: also measured in Autophagy mod; calls as there; toxicity, %; measured here: cell loss, nuclei count;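 cell loss after 18 h compound exposure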
Active calls of the source: *; i = inactive; . = no result given.

SMILES	b-catenin transl	b-catenin transl cell count 5 µM	Ins promoter up	Ins promoter up cell count	Dynein cargo inh	Dynein cargo inh cytoplasmic EGFP	Dynein cargo inh nuclear GR-EGFP	Dynein cargo inh cell count	Autophagy mod	Autophagy mod cell loss 18 h	MT stabilize HCS	MT stabilize HCS Hoechst-high %	MT stabilize HCS cytotoxicity %	Yfh1-off respiration	Lipid droplet	Lipid droplet cells 6.5 µM	WT yeast gro inh	WT yeast gro inh mutant strain	NOD2 inhibition
Cc1ccc(CN2CCC(CO)(CC3CCCCO3)CC2)o1 (stereo not drawn)	1.5	973	-0.05	1462	1.1	1.1	1.1	-0.074	i	-12	.	.	.	i	0	671	-19	-7	3%
CCn1c(Oc2ccc(F)cc2)nc2c1c(=O)n(C)c(=O)n2C	1.0	1580	.	.	-0.74	-0.21	-0.51	0.56	i	-3	1.3	2.5	4.2	i	-8	609	20	-11	19%
CC(C)C(=O)Nc1nnc(Sc2ccc(N(C)C)cc2)s1	-3.5	1145	0.56	836	0.36	-0.13	0.62	-0.46	i	-6	1.4	1.3	3.9	i	-2	780	-3	-2	10%
CC(C)N(c1ccccc1)c1ccc(NC(=O)C2CCCO2)cc1 (stereo not drawn)	-0.1	1125	-1.4	1049	-1.6	-0.22	-0.52	0.88	i	27	3.4	2.7	0.1	i	.	.	9	14	6%
Cc1ccc(-n2c(CNc3ccc(F)cc3)nnc2SCC(=O)N2CCOCC2)cc1	-0.9	1169	.	.	-0.47	-0.2	-0.25	-0.25	i	-10	2.5	1.7	5.9	i	-1	710	-12	-3	15%
Cc1cccc(NS(=O)(=O)c2cnc(Cl)c(Br)c2)n1	-1.1	1139	.	.	-0.47	-0.19	-0.14	-0.52	i	10	3.2	1.6	4.8	i	-6	628	-2	6	2%
NC1=NC(=Nc2cccc(Cl)c2)c2ccccc21	2.0	990	0.51	1212	-0.77	-0.22	-0.81	0.5	i	2	1.5	2.8	4.0	i	8	562	-3	-14	4%
CC1(C)OC(=O)N(CC(=O)Nc2ccccc2)C1(C)O (stereo not drawn)	0.3	1020	0.32	1297	-1.3	-0.35	-0.48	1.6	i	7	1.5	1.0	7.8	i	14	706	-12	-11	8%
COc1cccc(-n2cnc3scc(-c4cccs4)c3c2=O)c1	.	.	-0.31	1463	0.38	-0.27	-0.43	-0.12	i	-3	3.4	2.2	6.2	i	-50	728	1	-17	-4%
CCN(CC)c1ccc(NS(=O)(=O)c2ccc3c(c2)oc(=O)n3C)c(C)c1	0.1	1193	1.7	912	1.7	0.017	1.2	-0.9	i	9	5.7	1.7	6.7	i	.	.	-6	-3	9%
Cc1ccc(CSCCNC(=O)c2ccc(C)cc2)cc1	-0.6	1519	.	.	0.44	-0.16	-0.029	0.011	i	0	2.7	1.4	11	i	-1	685	-15	-2	8%
COc1cc(CNCCc2c[nH]c3ccccc23)cc(Cl)c1OCC(N)=O	-1.3	966	1.4	1401	-0.19	-0.3	-0.15	0.56	i	-2	1.9	1.7	7.3	i	-14	635	-8	-1	-4%
COC(=O)c1ccc2c(=O)n(CCN3CCOCC3)c(SCC(=O)NCc3ccccc3)nc2c1	0.3	576	.	.	0.2	-0.25	0.26	0.28	i	18	1.4	0.8	4.1	i	-2	777	3	6	-8%
COc1ccc(-c2ccc(SCc3cccnc3)nn2)cc1OC	-0.2	1165	-1.4	1344	-0.00025	1.4	0.067	-0.25	i	6	3.2	1.4	10	i	12	758	1	8	10%
COC(=O)c1cnc(Oc2ccc(NC(=O)NC(=O)c3ccccc3Cl)cc2)cc1C(F)(F)F	2.3	1112	0.52	1411	0.53	-0.26	0.043	-0.077	.	.	.	.	.	i	1	642	.	.	-9%
O=C(C1CCC(Cn2c(=O)[nH]c3ccccc3c2=O)CC1)N1CCN(c2ccccc2)CC1 (stereo not drawn)	-0.4	538	0.49	1259	-0.3	-0.26	0.5	0.7	i	0	4.5	1.9	13	.	-2	696	4	3	-2%
CCN(CC)C(=O)CSc1nc2ccccc2c(=O)n1CC1CCCCC1	-2.1	1151	-0.17	999	-0.44	-0.24	0.085	0.95	i	-15	4.7	2.2	3.3	i	.	.	15	12	2%
O=C(Nc1cccnc1)c1cccc([N+](=O)[O-])c1	-1.1	1335	-0.46	999	0.18	-0.81	0.29	-0.21	.	.	.	.	.	i	4	410	.	.	16%
NC(=S)N/N=C/c1ccccc1OCCSc1ccc(Cl)cc1	1.6	351	-1.8	793	0.25	-0.23	0.21	0.4	i	-8	3.2	2.5	1.9	i	11	621	64*	8.6*	-6%
COC(=O)/C(=N\Nc1ccccc1)Sc1nnc(-c2ccc(OC)cc2)n1C	-0.3	566	0	1241	-0.22	-0.21	-0.061	0.41	i	6	2.3	2.6	6.3	i	8	717	-6	8	-8%
COc1ccc(Oc2ccc(C(F)(F)F)cc2NC(=O)c2ccc(F)cc2)cc1	1.1	1319	0.01	1156	-0.67	-0.21	0.075	0.54	.	.	.	.	.	i	-13	693	.	.	22%
COc1ccc(N2CCN(C(CNC(=O)C(C)(C)C)c3cccnc3)CC2)cc1 (stereo not drawn)	0.0	1084	-0.02	1237	1.3	-0.3	0.2	-0.54	i	12	1.7	2.2	0.9	i	0	706	3	-6	0%
COc1cc(CCC(=O)Nc2cccc(C(F)(F)F)c2)cc(OC)c1OC	-2.5	1140	0.06	1521	0.33	-0.19	0.35	-0.2	i	9	5.2	2.5	6.9	i	-4	641	18	5	-1%
Clc1cccc(NCc2ccccc2)n1	-3.1	1144	-0.23	1662	0.6	-0.26	0.81	-0.56	i	16	1.5	0.7	5.1	i	0	731	-9	-19	8%
Cc1nc(SCC(=O)c2ccc(F)c(F)c2)[nH]c(=O)c1Oc1ccc(F)cc1	-0.9	1219	.	.	0.12	-0.27	-0.031	0.39	.	.	.	.	.	i	-1	749	.	.	2%
Cc1ccc(OCc2nnc(SCc3cc(=O)[nH]c4ccccc34)n2-c2ccccc2)cc1	-1.4	1111	2	1492	-1.1	-0.25	-0.38	1.2	i	8	1.8	1.5	8.9	i	-18	673	4	2	25%
Cc1cccc(OCC2CCCN(Cc3nc(C4CC4)no3)C2)c1 (stereo not drawn)	2.8	976	.	.	0.42	-0.15	0.66	-1.7	i	-6	3.9	2.1	8.0	i	-6	780	24	34	-3%
O=c1[nH]c2cc3c(cc2cc1CN(CCCO)Cc1nnnn1Cc1ccc(F)cc1)OCO3	-0.9	1348	-1.5	1208	-0.036	-0.2	-0.083	-1.5	i	-9	5.7	4.4	8.4	i	.	.	-4	-27	16%
CCC1Oc2ccccc2N(CC(=O)NCCN2C(C)CCCC2C)C1=O (stereo not drawn)	.	.	-0.43	1232	0.59	-0.21	0.47	0.24	i	6	2.9	2.9	5.7	i	-3	731	-13	-14	-6%
COC(=O)c1ccc2c(=O)n(Cc3ccc4c(c3)OCO4)c(SCC(=O)N3CCCC3)nc2c1	0.0	1520	-0.14	1098	0.067	-0.22	0.43	0.34	.	.	.	.	.	i	3	709	.	.	15%
Cc1cccc(NC(=O)CSc2nnc(Cn3cnc4ccccc43)o2)c1	-4.4	569	.	.	-0.42	-0.23	-0.55	1.3	i	1	2.0	2.1	5.6	i	21	756	-5	-10	-2%
O=C(Cc1ccccn1)Nc1ccccc1	.	.	.	.	-0.31	-0.14	-0.072	0.54	i	-6	1.7	1.4	8.9	i	.	.	-1	1	7%
Cc1nn(C(=O)CNS(=O)(=O)c2ccccc2)c(C)c1Sc1ccc(Cl)cc1	0.7	957	-0.09	1278	-0.6	0.48	0.44	-0.58	i	-2	3.9	2.3	9.9	i	-5	619	32	24	-3%
O=C(c1cc2sccc2n1Cc1ccccc1)N1CCCc2ccccc21	6.4	1079	1	1145	0.2	0.45	0.36	0.084	i	-2	1.6	1.4	9.9	i	-20	807	13	-6	-22%
Cc1nc(-c2ccccc2)sc1-c1n[nH]c(=S)n1C	1.2	1197	0.61	1454	2	-0.17	0.41	-1.1	i	1	1.6	0.4	9.3	i	.	.	1	-35	3%
CCCCSc1[nH]c(=O)c(C(=O)OCC)cc1C#N	-3.0	1155	1.6	760	0.9	-0.3	0.62	-0.11	i	30	1.7	1.7	8.8	i	-1	765	-2	-6	25%
CCOC(=O)c1c(C)c(C(=O)N(C)C2CCCCC2)c(C)n1C	1.7	1126	-0.59	1269	-0.97	0.08	-0.16	0.73	i	9	2.7	3.5	8.9	i	0	731	7	-4	-3%
Cc1ccc(SCC(=O)c2ccc[nH]2)cc1	-1.3	1066	-0.1	1339	-0.66	-0.16	-0.38	0.38	i	11	1.7	1.4	0.9	i	2	707	-6	-19	-58%

Not all compounds are listed, so the mix of outcomes need not match the whole.
